Screening data deposited in PubChem by National Center for Advancing Translational Sciences (NCATS).
G9a inh: qHTS Assay for Inhibitors of Histone Lysine Methyltransferase G9a; G9a H3K9 monomethylation, AlphaScreen, 2 h; Potency, µM (top dose mostly 102 µM), inactives show top-dose activity, negative = inhibition, usual class: inhibitors; Histone-lysine N-methyltransferase EHMT2 (Homo sapiens), Q96KQ7; AID 504332, 2011; 350,000 compounds, 8.8% hits; further: potency means the concentration at half of the fitted maximal effect; on the % scale 0 is the no-effect control and ±100 the full control effect; nearly all actives have a fitted effect of over 75% in size
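Chemiluminescent proximity detection of H3K9 monomethylation, read after 10 min bead incubation in the dark. Reaction: 20 nM G9a, 500 nM biotin-H3K9 peptide, 20 uM SAM cofactor, 2 h, room temperature, following 15 min enzyme-compound preincubation.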
Pin1 inhibitor: qHTS Assay to Find Inhibitors of Pin1; Peptidyl-prolyl cis-trans isomerase NIMA-interacting 1 (Homo sapiens), Q13526; Pin1 FP peptide displacement, HiFluor488, 10 min; Potency, µM (titrated, usually from 115 µM), for inactives: top-dose activity, negative = inhibition, hits mostly inhibitors; 390,000 compounds, 0.009% hits; AID 504891, 2011; active means well fitted inhibition curve with a large enough effect in the polarisation, with a control signal flat, not every such curve was filed as active; inconclusive means small, poorly fitted or top-dose-only effect, or effect the other way, or a change in a side signal; inactive means no such curve, though single readings can be large or run the other way; the % refers to the polarisation; further: potency means the concentration at half of the fitted maximal effect; on the % scale 0 is the no-effect control and ±100 the full control effect
ERG Ets-DNA blk: qHTS for Small Molecule Inhibitors of the ERG Ets/DNA interaction; 370,000 compounds, 0.028% hits; fluorescence polarization, His-ERG Ets domain / labelled DNA; Potency, µM (series often up to 76.9 µM), for the others: at the top dose FP activity, negative = inhibition, hits mostly inhibitors; active means well fitted inhibition curve with a large enough effect in the polarisation, with a control signal flat; inconclusive means small, poorly fitted or top-dose-only effect, or effect the other way, or a change in a side signal; inactive means no such curve, though single readings can be large or run the other way; the % refers to the polarisation;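 further: polarization taken with two DNA probes labelled with fluorescein and Texas red; potency means the concentration at half of the fitted maximal effect; % of control where 0% means no effect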
Target sequence (P11308 whole entry, looked up, the tested form may be a part): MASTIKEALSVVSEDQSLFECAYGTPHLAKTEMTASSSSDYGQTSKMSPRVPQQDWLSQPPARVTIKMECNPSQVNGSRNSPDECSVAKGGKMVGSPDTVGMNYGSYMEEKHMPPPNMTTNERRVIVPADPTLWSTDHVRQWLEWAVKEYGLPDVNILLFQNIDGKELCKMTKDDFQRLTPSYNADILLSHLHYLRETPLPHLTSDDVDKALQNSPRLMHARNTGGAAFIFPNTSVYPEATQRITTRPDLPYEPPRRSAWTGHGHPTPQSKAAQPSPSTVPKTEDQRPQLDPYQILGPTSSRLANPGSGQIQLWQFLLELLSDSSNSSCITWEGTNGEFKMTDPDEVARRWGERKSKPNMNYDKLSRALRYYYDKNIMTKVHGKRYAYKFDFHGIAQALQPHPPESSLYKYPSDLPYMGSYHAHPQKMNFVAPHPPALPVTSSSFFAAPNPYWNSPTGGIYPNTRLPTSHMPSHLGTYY
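His-tagged ERG Ets domain (1 uM in the protein solution; 300mM KCl, 50mM Tris-HCl, 1mM EDTA, 1mM DTT, pH 7.5) received compound, then a probe mix of 5 nM fluorescein-DNA and 100nM Texas-615-DNA. Fluorescence polarization was read for both dyes.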
HP1b chromo inh: HTS for Inhibitors of HP1-beta Chromodomain Interactions with Methylated Histone Tails | AlphaScreen HP1-beta / biotin-H3K9me3 peptide binding | Potency, µM (titrated, usually from 114 µM), without a hit: at the top dose activity change, negative = inhibition, most hits filed as inhibitors | AID 540317, 2011 | Chromobox protein homolog 1 (Homo sapiens), P83916 | 390,000 compounds, 0.56% hits; further: potency means the concentration at half of the fitted maximal effect; nearly all actives have a fitted effect of over 70% in size; inactives centre near 23
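Compound inhibition of the preformed complex between 50 nM HP1-beta and 50 nM biotinylated H3K9me3 peptide was read by AlphaScreen. Buffer was PBS pH 7.4 with 0.01% Tween-20. Incubations ran 30 min at room temperature, with 10 ug/mL donor/acceptor beads.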
GLS inh: qHTS for Inhibitors of Glutaminase (GLS); GLS enzymatic activity, qHTS titration; AID 624170, 2012; Potency, µM (highest dose often 45.5 µM), without a hit: top-dose activity change, negative = inhibition, most hits filed as inhibitors; 410,000 compounds, 0.21% hits; further: potency means the concentration at half of the fitted maximal effect; on the % scale 0 is the no-effect control and ±100 the full control effect
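Glutamate formation by hKGA was monitored fluorometrically using coupled glutamate oxidase, HRP and Amplex Red. Substrate was added as 1 mM L-glutamine solution; incubation was 30 min at RT after an initial read.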
JMJD2A Tudor: qHTS Assay for Inhibitors of JMJD2A-Tudor Domain | 390,000 compounds, 4.4% hits | Potency, µM (series often up to 114 µM), for the others: at the top dose activity change, negative = inhibition, most hits filed as inhibitors | AlphaScreen JMJD2A-Tudor / H3K4me3 peptide binding; further: potency means the concentration at half of the fitted maximal effect; on the % scale 0 is the no-effect control and ±100 the full control effect; nearly all actives have a fitted effect of over 50% in size
Tb PGK inh: qHTS Assay to Find Inhibitors of Phosphoglycerate Kinase. PGK/GAPDH coupled, Kinase-Glo luminescence, 60 min. Potency, µM (top dose mostly 57.5 µM), without a hit: at the highest dose activity change, negative = inhibition, usual class: inhibitors. AID 602233, 2012. 380,000 compounds, 0.043% hits; further: potency means the concentration at half of the fitted maximal effect; on the % scale 0 is the no-effect control and ±100 the full control effect; nearly all actives have a fitted effect of over 60% in size
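Luminescent ATP detection (Kinase-Glo Plus) follows a 60-minute room-temperature incubation, with wells lacking PGK as controls. Buffer: 100 mM TEA (pH 7.6), 5 mM MgCl2, 0.01% Tween-20. Coupling enzyme GAPDH (100 nM final) supplies unstable 1,3-BPG in-well.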
PI4K2A block: qHTS for small molecular inhibitors of PI4K2A; Phosphatidylinositol 4-kinase type 2-alpha (Homo sapiens), Q9BTU6; purified PI4K2A, ADP-Glo luminescence, 1 h; stronger effect = lower value; activity change, negative = inhibition, % at 76.9 µM; 420,000 compounds, 0.13% hits; in the data active means activity change below about -50%; inconclusive means mostly about -30% to -49%;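 further: -100% = wells without enzyme as full effect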
Target sequence (Q9BTU6 whole entry, looked up): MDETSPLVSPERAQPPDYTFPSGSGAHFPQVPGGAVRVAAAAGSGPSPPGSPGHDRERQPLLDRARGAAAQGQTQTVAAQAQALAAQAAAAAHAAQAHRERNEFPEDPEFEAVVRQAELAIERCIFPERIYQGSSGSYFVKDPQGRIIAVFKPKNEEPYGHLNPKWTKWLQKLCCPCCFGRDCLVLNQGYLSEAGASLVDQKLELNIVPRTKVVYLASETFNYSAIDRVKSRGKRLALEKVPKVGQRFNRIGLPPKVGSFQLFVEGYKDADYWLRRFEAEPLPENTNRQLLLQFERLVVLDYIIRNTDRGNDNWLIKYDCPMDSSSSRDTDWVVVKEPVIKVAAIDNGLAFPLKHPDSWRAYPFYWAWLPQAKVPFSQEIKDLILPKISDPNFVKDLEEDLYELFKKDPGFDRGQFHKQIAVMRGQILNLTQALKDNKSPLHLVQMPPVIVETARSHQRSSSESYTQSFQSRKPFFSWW
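In this quantitative HTS, ADP production by PI4K2A was quantified luminescently after 1 h at ambient temperature; 100 microM adenosine served as plate-quality control.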
BAZ2B inh: qHTS Assay for Inhibitors of BAZ2B; Potency, µM (top dose mostly 114 µM), for the others: top-dose activity change, negative = inhibition, hits mostly inhibitors; Bromodomain adjacent to zinc finger domain protein 2B (Homo sapiens), Q9UIF8; 360,000 compounds, 4.4% hits; AlphaScreen BAZ2B-H3K14Ac peptide displacement; further: potency means the concentration at half of the fitted maximal effect; on the % scale 0 is the no-effect control and ±100 the full control effect; nearly all actives have a fitted effect of over 60% in size
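AlphaScreen displacement of biotin-H3(5-23)K14Ac peptide (50 nM final) from BAZ2B (50 nM final) in PBS pH 7.4, 0.01% Tween-20; complex preformed 30 min RT, then compounds (top 110 uM) 30 min RT, beads 20 min dark.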
* marks the source's active call; other numbers are inactive results; i = inactive; ? = inconclusive; . = no result given; [ ] = dose if it differs, or a comment. Unless noted, the call rests on the fitted dose curve; in most records, active means well fitted curve in the direction sought with a large enough effect; inconclusive means small, poorly fitted or top-dose-only effect, or another doubt; inactive means no such curve, though single readings can be large; an effect the other way counts as inactive or inconclusive.

SMILES	G9a inh	Pin1 inhibitor	ERG Ets-DNA blk	HP1b chromo inh	GLS inh	JMJD2A Tudor	Tb PGK inh	PI4K2A block	BAZ2B inh
CCN(CC(=O)NCc1ccc(F)cc1)C(=O)COc1ccc(C)c(C)c1	-3%[59 µM]	14%	-2%	55%	-4%	-7%	-5%	5	4%
COc1cc(C=C2C(=O)OC(c3ccccc3)OC2=O)cc(Br)c1O (stereo unspecified)	?	-13%	2%	10%	10%	-10%	-1%	0	-25%
CCCN1CCN(C(=S)Nc2ccc(SC(F)F)cc2)CC1	-31%	3%	10%	28%	17%	-4%	-4%	-5	-16%
CSCCC(NC(N)=O)C(=O)N(C)CC(=O)Nc1ccc(C)cc1 (stereo unspecified)	4%[59 µM]	-2%	0%	10%	4%	2%	-7%	5	28%
CN(C(=O)c1c2c(nc3ccccc13)C(=O)N(C1CCCCC1)C2)c1ccc(F)cc1	1%[59 µM]	-3%	-7%	6%	-6%	-22%	9%	-4	-14%
CCCn1nnc(NC(=O)c2cccc(OCC)c2)n1	-8%[12.7 µM]	0%	.	14%	8%	-9%	1%	5	-1%
NC(=O)C1CCN(C(=S)NC2CC3C=CC2C3)CC1 (stereo unspecified)	.	-1%	13%	11%	-4%	-5%	-10%	-5	2%
C=CCn1c(CCCOc2ccc(Cl)cc2Cl)nnc1SCC(=O)Nc1nccs1	40µM*	0%	3%	42%	-6%	-20%	0%	7	-17%
COc1ccccc1C1C(C(N)=O)=C(C)Nc2nc(SCc3ccccc3F)nn21 (stereo unspecified)	-21%[59 µM]	4%	0%	10%	13%	-22%	-2%	-1	-18%
Cc1c2cnn(CC(=O)NCCN3CCOCC3)c(=O)c2c(C)n1Cc1ccc(F)cc1	.	2%	9%	2%	2%	-24%	-5%	-4	3%
O=C(NCC1CCCO1)c1cc2c([nH]c3ccccc32)c(-c2cccc(Cl)c2)n1 (stereo unspecified)	8%	18%	5%	45%[activator]	-1%	-11%	i	0	-10%
O=C1CC(c2c(F)cccc2Cl)c2c(ccc3ccccc23)N1 (stereo unspecified)	-36%[59 µM]	-3%	-2%	12%	-18%	-27%	i	-3	-17%
CN(C)CCCOC(=O)C1c2ccccc2Oc2ccccc21	?	-29%	0%	43%	1%	-1%	3%	0	12%
COCCOC(=O)c1c(C)oc2ccc(OC(=O)c3cccs3)cc12	62%[activator]	-3%	4%	91%[activator]	-5%	36%[activator]	-8%	4	41%[activator]
CCOc1ccc(N2C(=O)CC(SC(=NC)Nc3cccc(F)c3)C2=O)cc1 (stereo unspecified)	7%[59 µM]	-1%	10%	22%	-4%	-26%	i	5	-1%
COc1ccc(CCNC(=O)COC(=O)c2sc(C)nc2C)cc1	1%[2.33 µM]	-2%	-1%	26%	2%	2%	0%	-3	8%
CCOc1ccc(CNc2nc3ccccc3n2CCN2CCOCC2)cc1	-19%[59 µM]	-1%	-7%	18%	13%	-26%	-8%	1	-2%
CCOc1ccc(C(=O)NCC(=O)Nc2cc(C)ccn2)cc1OCC	8%[59 µM]	3%	0%	17%	-7%	-15%	-5%	6	?
O=C(O)c1ccc(NS(=O)(=O)c2ccc(N3C(=O)CCC3=O)cc2)cc1	-4%	-10%	5%	29%	-3%	1%	-6%	-8	-22%
COc1ccc(C2C(C(C)=O)=C(O)C(=O)N2c2ccc(Br)cc2)cc1 (stereo unspecified)	.	-6%	2%	16%	12%	-17%	0%	2	?
Cc1ccc(/C(N)=N/OC(=O)c2ccc(C)cc2Cl)cc1	64%[59 µM]	-8%	-5%	79%[activator]	-1%	12%	-11%	2	35%
Cn1c(=O)c(C(=O)NNC(=O)c2ccccc2Cl)c(O)c2ccccc21	4%	3%	-5%	47%[activator]	45%[activator]	11%	-3%	-1	10%
CC(C)(C)C(=O)N1CCN(c2nc3ccc(Cl)cc3s2)CC1	16%	3%	5%	-1%	-4%	-10%	-14%	0	-14%
CCN(C(=O)c1cccc(S(=O)(=O)N2CCc3ccccc32)c1)C1CCS(=O)(=O)C1 (stereo unspecified)	-5%[2.33 µM]	-6%	-6%	27%	3%	-1%	-2%	0	10%
CC1CCc2sc(C(=O)N3CCC(C(N)=O)CC3)cc2C1 (stereo unspecified)	-11%[12.7 µM]	0%	-5%	45%[activator]	-1%	5%	i	2	-2%
Cc1cc2nc(-c3ccc(OCc4ccccc4C)cc3)cc(C(F)(F)F)n2n1	54%[activator][59 µM]	0%	-2%	86%[activator]	-5%	64%[activator]	-1%	-2	17%
CCc1ccc(-c2ccc(C(=O)Oc3ccc(Br)cc3)cc2)nc1	13%[59 µM]	3%	-1%	45%[activator]	-7%	-4%	0%	-3	4%
COc1cc(OC)cc(OCC(O)Cn2ccnc2C)c1 (stereo unspecified)	4%[12.7 µM]	?	-11%	23%	-1%	-21%[57.1 µM]	1%	-1	-5%
CCCC1(C(=O)OC)NC(c2ccco2)C2C(=O)N(C)C(=O)C21 (stereo unspecified)	-4%	0%	1%	?	14%	?	4%	1	-7%
CCOC(=O)c1c(-c2ccc(OC)cc2)oc2ccc(OCc3ccc(C(=O)OC)cc3)cc12	58%[activator][59 µM]	1%	1%	38%[activator]	-13%	18%	-4%	1	19%
O=C(CN(c1cccc(Cl)c1)S(=O)(=O)c1ccccc1)NN=C1CCCC1	-1%	1%	0%	31%	-1%	-6%	5%	2	-5%
CCOc1cc(C(=O)OCC(=O)Nc2cccc(S(=O)(=O)NC3=NCCCCC3)c2)cc(OCC)c1OCC	.	-16%	-5%[15.4 µM]	3%	9%	-31%	-4%	3	.
CN(CC(=O)Nc1cccc(F)c1)C(=O)c1ccc(OCC2CCCO2)cc1 (stereo unspecified)	5%	0%	0%	44%[activator]	0%	-12%	5%	2	?
N#CCCn1nc(-c2ccc([N+](=O)[O-])cc2)cc1Nc1ccccc1NC(=O)C(F)(F)F	12%[59 µM]	-2%	14%	26%	29%	-18%	-8%	-8	-1%
COc1cc2c(cc1NC(=O)CSCC(=O)O)oc1ccccc12	-9%	-5%	-2%	38%	1%	?	i	-3	8%
Cc1cc(C)c2cc(C(=O)N3CCC(Cc4ccccc4)CC3)[nH]c2c1	-29%	-1%	5%	7%	-3%	-24%	-1%	-3	-21%
CCN(CC)C(=O)[C@H]1C[C@H](CC(=O)NCC23CC4CC(CC(C4)C2)C3)C(=O)N2CCc3c([nH]c4ccc(Cl)cc34)[C@]12C	.	0%	3%	-4%	0%	?	i	6	.
CCC(=O)N(Cc1cc(=O)[nH]c2ccccc12)C1CCCCC1	-3%	-5%	0%	-4%	78%[activator]	?	i	3	5%
O=c1ccc2cc3ccoc3cc2o1	2%[12.7 µM]	-5%	5%	40%[activator]	-5%	-5%	-4%	4	0%

Entries from the list above with an aryl methoxy group (7):
SMILES	G9a inh	Pin1 inhibitor	ERG Ets-DNA blk	HP1b chromo inh	GLS inh	JMJD2A Tudor	Tb PGK inh	PI4K2A block	BAZ2B inh
COc1cc(C=C2C(=O)OC(c3ccccc3)OC2=O)cc(Br)c1O (stereo unspecified)	?	-13%	2%	10%	10%	-10%	-1%	0	-25%
COc1ccccc1C1C(C(N)=O)=C(C)Nc2nc(SCc3ccccc3F)nn21 (stereo unspecified)	-21%[59 µM]	4%	0%	10%	13%	-22%	-2%	-1	-18%
COc1ccc(CCNC(=O)COC(=O)c2sc(C)nc2C)cc1	1%[2.33 µM]	-2%	-1%	26%	2%	2%	0%	-3	8%
COc1ccc(C2C(C(C)=O)=C(O)C(=O)N2c2ccc(Br)cc2)cc1 (stereo unspecified)	.	-6%	2%	16%	12%	-17%	0%	2	?
COc1cc(OC)cc(OCC(O)Cn2ccnc2C)c1 (stereo unspecified)	4%[12.7 µM]	?	-11%	23%	-1%	-21%[57.1 µM]	1%	-1	-5%
CCOC(=O)c1c(-c2ccc(OC)cc2)oc2ccc(OCc3ccc(C(=O)OC)cc3)cc12	58%[activator][59 µM]	1%	1%	38%[activator]	-13%	18%	-4%	1	19%
COc1cc2c(cc1NC(=O)CSCC(=O)O)oc1ccccc12	-9%	-5%	-2%	38%	1%	?	i	-3	8%
